Compound activity (PubChem BioAssay)
XIAP antagonists: XIAP antagonists, biochemical, IAP family, fluorescence polarization (AID 1018) | one-dose displacement, % at 20 µM; IC50 in µM for titrated hits | 0.007% of 200,000 active | XIAP BIR domain, fluorescence polarization peptide displacement; higher % means a stronger effect; in the data active means displacement above about 50%; further: a part of the inactive calls stands beside numbers as strong as those of hits
SV40 large T antigen: SV40 large T antigen inhibitors, biochemical (AID 1903); SV40 large T antigen ATPase/helicase inhibition assay; higher % means a stronger effect; inhibition, % at 20 µM; hits with a dose series show IC50 in µM; 0.39% of 310,000 active; in the data active means a potency from the dose series; inconclusive means inhibition mostly from about 32% at the one dose, without a potency; inactive means the rest, 99 in 100 with inhibition below about 32%; further: strong numbers were not always called active
ER stress rescue: protection against thapsigargin-triggered cell killing – 384-well, CSM14.1, ATP luminescence, primary screen (AID 1222); CSM14.1 thapsigargin-induced death rescue, ATP luminescence; higher % means a stronger effect; cellular ATP content (survival), % at 20 µM; hits with a dose series show EC50 in µM; 190,000 tested, under 10 active;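 active means EC50 below 50 µM in the dose-response confirmation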;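 further: death triggered by thapsigargin at about 15 µM added after 2 h compound pretreatment; cell ATP read after overnight thapsigargin exposure of roughly 18 to 22 hours; normalized against plate controls of thapsigargin alone and 5% DMSO vehicle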
UTI89 phage lysis: protection from phage-mediated lysis, alamar blue read-out – E. coli UTI89, K1F phage, bacterial capsule biogenesis inhibitors (AID 488966) | E. coli UTI89 K1F phage lysis, alamar blue, 2 h; higher % means a stronger effect | one-dose inhibition, % at 100 µM; IC50 in µM for titrated hits | 0.02% of 340,000 active;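 active means phage lysis inhibition, versus mean bacterial control, above a set limit; inconclusive means no clear call, values can overlap the other calls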;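 further: capsule biogenesis inhibitors block K1F phage lysis so surviving cells raise fluorescence; higher fluorescence means more inhibition of phage lysis; actives were called in the ten point dose series up to 300 µM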
West Nile virus CPE: West Nile virus antiviral activity, cell-based, CPE readout (AID 1621) | West Nile virus-infected cells, CPE inhibition; higher % means a stronger effect | CPE inhibition, % at 10 µM, or IC50 in µM where a hit was titrated | 0.02% of 290,000 active; in the data active means a potency from the dose series; inconclusive means CPE inhibition mostly from about 3.7% at the one dose, without a potency; inactive means the rest, 99 in 100 with CPE inhibition below about 2.2%; further: strong numbers were not always called active
RSV antiviral HEp-2: inhibition of RSV-induced cytopathic effect – HEp-2 cells, primary 10 µM value included (AID 2391) | 0.13% of 310,000 active | CPE inhibition, % at 10 µM; hits with a dose series show IC50 in µM | HEp-2 cells, RSV-induced CPE inhibition; higher % means a stronger effect; in the data active means a potency from the dose series; inconclusive means CPE inhibition mostly from about 23% at the one dose, without a potency; inactive means the rest, 99 in 100 with CPE inhibition below about 21%; further: strong numbers were not always called active
NS5 inhibitors: Dengue-2 NS5 methyltransferase inhibitors, primary screen, biochemical, confirmation dose response (AID 588689); inhibition, % at 25 µM; hits with a dose series show IC50 in µM; Dengue-2 NS5 methyltransferase capping enzyme assay, biochemical; higher % means a stronger effect; 0.3% of 340,000 active; in the data active means a potency from the dose series; inconclusive means inhibition above about 29% without an active follow-up result
Yfh1-off respiration: mitochondrial function rescue without frataxin homolog – Friedreich's ataxia, plus single-dose screen, dose response (AID 1465) | S. cerevisiae Yfh1-off respiration, WST-1 reduction, 72 h; higher fold induction means a stronger effect | fold induction at 50 µM, or EC50 in µM where a hit was titrated | 0.074% of 220,000 active;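 active means fold induction of absorbance versus untreated yeast above a set limit, then at least 30% activation at any dose in follow-up; inconclusive means repeats straddling the limit, or above it without dose testing; inactive means fold induction below the set limit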;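 further: activators that raise dye reduction in frataxin-depleted yeast; strong numbers were not always called active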
WT yeast gro inh: growth inhibition of WT yeast, mitochondrial fusion screen | inhibition, % at 10 µM | mitochondrial fusion phenotypic screen, WT strain | 2.1% of 190,000 active; in the data active means inhibition above about 58%; tested in S. cerevisiae
WT yeast gro inh mutant strain: recorded beside WT yeast gro inh, whose call it bears; inhibition, %; mitochondrial fusion phenotypic screen, mutant strain inhibition
NS5 inhibitors pilot replicate: further read-out of NS5 inhibitors, marked with its call; inhibition, %; measured here: pilot screen replicate inhibition
* hit, by the source's call; i = inactive; ? = inconclusive; nt = not tested or not shown; [ ] = another dose, or the depositor's remark.

SMILES	XIAP antagonists	SV40 large T antigen	ER stress rescue	UTI89 phage lysis	West Nile virus CPE	RSV antiviral HEp-2	NS5 inhibitors	Yfh1-off respiration	WT yeast gro inh	WT yeast gro inh mutant strain	others
COC(=O)c1sc2nc(CN3CCN(c4cccc(C(F)(F)F)c4)CC3)[nH]c(=O)c2c1C	-5.1%	3%	0.2%	-0.1%	-0.5%	3.2%	-13%	i	8	12
O=[N+]([O-])c1cccc(CSc2cccc[n+]2[O-])c1	-5.2%	9%	0.2%	-0.6%	-0.6%	0.6%	-7%	i	23	3
Cc1ccc(NC(=O)CN2C(=O)NC3(CCCC3)C2=O)c(Cl)c1	nt	4%	nt	-0.2%	0.7%	0.5%	-2%	nt	nt	nt
Cc1ccc2nc(SCC(=O)Nc3ccccc3F)nc(=O)n2c1	nt	8%	nt	2.9%[50 µM]	nt	4.9%	2%	nt	nt	nt
CCOC(=O)C1(C(F)(F)F)N=C(c2cccnc2)OC(N2CCOCC2)=N1 (stereo not drawn)	-3.2%	11%	0.1%	0.6%	-0.1%	-0.4%	-6%	i	-7	-1
COc1ccc(OCC(=O)NNC(=S)NC(=O)c2ccc([N+](=O)[O-])cc2)cc1	nt	18%	nt	0.2%	0.6%	1.5%	0%	nt	nt	nt
COc1cc(-c2noc(C)n2)cc(OC)c1OC	nt	12%	nt	0.0%	0.1%	2.7%	15%	i	nt	nt
CCCCOc1ccc(C(=O)N/C(=C\c2ccc([N+](=O)[O-])cc2)C(=O)OCc2ccco2)cc1	-4.3%	2%	-1.0%	-0.3%	-1.1%	1.5%	0%	i	-18	-3
Cc1ccc(/C=C2\SC(=S)N(CCCC(=O)Nc3nccs3)C2=O)cc1	-6.0%	10%	1.7%	2.8%	-0.3%	2.9%	-6%	i	7	4
CC1(C)CC[C@]2(C(=O)O)CC[C@]3(C)C(=CC[C@@H]4[C@@]5(C)CC[C@H](O)C(C)(C)[C@@H]5CC[C@]43C)[C@@H]2C1	nt	12%	nt	1.4%	-1.2%	3.5%	0%	i	nt	nt
Fc1ccc(NCc2ccccc2F)cc1Cl	-5.1%	0%	1.8%	0.6%[50 µM]	2.1%	0.9%	-4%	i	-6	4
O=C(NCCC1=CCCCC1)c1cc2ccccc2oc1=O	nt	12%	nt	-0.5%	0.3%	1.4%	-10%	i	nt	nt
CCn1ncc(Br)c1C(=O)Nc1ccccc1C(F)(F)F	nt	4%	nt	0.0%	0.1%	?	-7%	nt	nt	nt
Cc1ccc(-c2csc(=Nc3cccnc3)n2CCCN2CCCC2=O)cc1C	-7.0%	11%	-1.1%	5.1%	-0.8%	2.2%	1%	i	-9	-5
C=CCn1c(SCC(=O)NC2CC2)nnc1C1CC1	nt	12%	nt	0.1%	0.5%	2.0%	-8%	nt	nt	nt
CC(C)O/C(=N\S(=O)(=O)c1ccc(Cl)cc1)c1ccccc1	-1.3%	21%	-1.4%	4.0%	0.1%	1.3%	2%	i	0	-4
Cc1sc(NC(=O)c2ccccc2F)c(CN2CCCCC2C)c1C (stereo not drawn)	-1.7%	6%	-0.9%	5.3%[50 µM]	-1.2%	0.8%	-1%	i	8	-13
COC(c1ccccc1)c1nnc(CCC(=O)N2CCN(Cc3cccs3)CC2)o1 (stereo not drawn)	-4.5%	8%	-0.9%	-0.3%	0.2%	3.3%	-10%	i	-2	9
CC1=NN(c2cccc(C(=O)O)c2)C(=O)/C1=C\C=C/c1ccccc1	-3.2%	20µM*	4.2%	nt	-0.8%	nt	nt	i	9	10
CC(C)(C)NC(=O)CN(C(=O)CCC(=O)Nc1nccs1)c1ccc(F)cc1	nt	10%	nt	-1.6%	-1.4%	1.9%	0%	nt	nt	nt
COc1ccc(CN2C(=O)c3ccccc3C2=O)cc1C(=O)OCC(=O)NC1CCCCC1	-4.6%	10%	-1.7%	2.6%[50 µM]	-0.4%	2.2%	-1%	i	-8	5
CC(C)N1CC2(c3ccccc3)CN(C(C)C)CC(c3ccccc3)(C1)C2=O	-3.4%	8%	1.6%	1.2%	1.2%	0.5%	5%	i	5	10
CCc1noc(C)c1C(=O)N1CCN(S(=O)(=O)c2c(C)c(C)cc(C)c2C)CC1	nt	5%	nt	-1.3%	nt	9.7%	-3%	nt	nt	nt
COc1ccccc1CNC(=O)COc1cccnc1[N+](=O)[O-]	nt	12%	nt	-0.8%	-0.5%	0.5%	-4%	nt	nt	nt
CCC(C(=O)NCc1ccco1)N(C(=O)CNS(=O)(=O)c1ccccc1)c1ccc(F)cc1 (stereo not drawn)	nt	8%	nt	0.1%	0.7%	1.9%	-2%	nt	nt	nt
The list continues.
SMILES	XIAP antagonists	SV40 large T antigen	ER stress rescue	UTI89 phage lysis	West Nile virus CPE	RSV antiviral HEp-2	NS5 inhibitors	Yfh1-off respiration	WT yeast gro inh	WT yeast gro inh mutant strain	others
COc1ccc(C(=O)CC(=O)C(=O)Nc2cccc([N+](=O)[O-])c2C)cc1	nt	4%	nt	0.1%	-0.5%	-0.2%	1%	nt	nt	nt
Cc1ccc(C)c(N2CCN(c3ccc4cc(S(=O)(=O)N5CCCCC5)ccc4n3)CC2)c1	nt	3%	nt	0.3%	-2.1%	5.4%	2%	nt	nt	nt
Cc1ccc(S(=O)(=O)N2CCOCC2)cc1NC(=O)c1cc([N+](=O)[O-])ccc1N1CCOCC1	nt	5%	nt	1.7%[50 µM]	nt	0.2%	-2%	nt	nt	nt
CCOc1ccc(C2C(C(=O)c3cccs3)=C(O)C(=O)N2CCN2CCOCC2)cc1 (stereo not drawn)	nt	5%	nt	-0.7%[50 µM]	0.4%	0.8%	-3%	nt	nt	nt
Cc1cc(C)nc(N2CCCC(C(=O)NCCc3ccc(F)cc3)C2)n1 (stereo not drawn)	-1.0%	18%	-1.3%	2.4%	-0.9%	0.1%	3%	i	10	5
COc1cccc(C(=O)Nc2nnc(-c3ccc(OC)cc3OC)s2)c1	nt	8%	nt	-0.2%	-0.1%	1.8%	-18%	nt	nt	nt
S=C(NCCc1ccccn1)Nc1ccc(Cl)c(Cl)c1	-5.8%	18%	0.5%	3.2%	-0.4%	18%	-9%	i	6	4
CCc1ccc(S(=O)(=O)NC2CCCCNC2=O)cc1 (stereo not drawn)	nt	9%	nt	-0.4%	-0.2%	1.7%	-1%	nt	nt	nt
Cc1cccc(N2CCC(N3CCN(C4CCCCC4)C(CCO)C3)CC2)c1C (stereo not drawn)	-6.2%	7%	1.2%	0.1%	-0.5%	0.5%	0%	i	14	26
CC1CCC(NC(=O)c2ccc3snnc3c2)CC1 (stereo not drawn)	nt	10%	nt	0.5%	-0.6%	1.1%	1%	nt	nt	nt
N/C(=N/OC(=O)c1ccccc1Cl)c1ncc([N+](=O)[O-])s1	nt	3%	nt	-1.2%	1.9%	-2.1%	2%	i	nt	nt
CC1CN(CCCCSc2ccccc2)CC(C)O1 (stereo not drawn)	nt	12%	nt	0.2%	-0.5%	-0.9%	-1%	nt	nt	nt
CCC(NC(=O)CCc1c(C)c2cc3c(C)c(C)oc3cc2oc1=O)C(=O)N[C@@H](Cc1ccccc1)C(=O)O (stereo partly drawn)	nt	13%	nt	-1.1%	0.1%	nt	-4%	nt	nt	nt
CCN(CC)S(=O)(=O)c1cccc(-c2nnc(SCC(=O)NC)n2CCc2ccccc2)c1	-3.4%	3%	-1.0%	2.0%	-0.5%	0.6%	-8%	i	4	8
COc1cccc2c(=O)n(CC(=O)N3CCN(c4ccccc4)CC3)ccc12	-4.3%	8%	0.1%	-1.2%	0.5%	1.7%	1%	i	11	2
COc1ccc(CC(=O)Nc2ccc(OC(C)=O)cc2C(=O)O)cc1	-1.1%	8%	5.3%	-0.4%	0.9%	1.0%	3%	i	12	4
CC1=C(C#N)C(c2ccc3ncccc3c2)C(C#N)=C(C)N1	-3.5%	10%	nt	0.3%	0.2%	1.0%	-1%	i	11	13
CS(=O)(=O)N(CCC#N)Cc1ccc(C=O)o1	-7.1%	12%	0.3%	-1.3%	0.6%	2.1%	18%	i	2	5
CC(NCc1ccccc1)c1ccccc1O (stereo not drawn)	nt	14%	nt	0.0%	-0.3%	nt	-9%	i	nt	nt
CN(C)c1ccc(CNc2ncc(Br)cc2Br)cc1	-8.8%	-1%	-1.2%	1.0%	0.0%	2.8%	2%	i	-7	-8
CCOC(=O)c1cn[nH]c1NC(=S)Nc1ccc(Cl)cc1	nt	11%	nt	nt	-0.6%	18%	nt	i	nt	nt
Cc1ccc(Cn2c(O)c(N=NC(=S)Nc3ccccc3F)c3cc(S(=O)(=O)N4CCOCC4)ccc32)cc1	-2.4%	-3%	2.1%	0.3%	-0.7%	nt	2%	i	18	4
O=c1[nH]cnc(O)c1C(c1ccc([N+](=O)[O-])cc1)c1c(O)nc[nH]c1=O	nt	8%	nt	-0.3%	2.0%	2.0%	-10%	nt	nt	nt
CC1CCN(CC(O)COc2ccc(C(=O)c3ccccc3)cc2)CC1 (stereo not drawn)	nt	14%	nt	-0.1%	-1.1%	-0.8%	-1%	nt	nt	nt	NS5 inhibitors pilot replicate=-4.6
CCCCCCCCCCCCN1[C@@H](CC(=O)O)c2cc(C(F)(F)F)ccc2S1(=O)=O	nt	14%	nt	-1.8%	-0.8%	5.0%	20%	i	nt	nt
(cont.)
SMILES	XIAP antagonists	SV40 large T antigen	ER stress rescue	UTI89 phage lysis	West Nile virus CPE	RSV antiviral HEp-2	NS5 inhibitors	Yfh1-off respiration	WT yeast gro inh	WT yeast gro inh mutant strain	others
COc1cc(CNCCO)cc(Br)c1OCc1ccccc1	-8.0%	-4%	-2.2%	0.1%	-1.1%	-2.2%	0%	i	36	25
Cc1ccccc1NC(=O)c1ccc(S(=O)(=O)C(F)F)cc1	-0.2%	4%	-1.2%	0.0%	-0.3%	2.3%	3%	i	-8	8
Cc1n[nH]c(=O)nc1N/N=C/c1ccc(O)c([N+](=O)[O-])c1	2.0%	10%	-2.6%	3.9%	-0.4%	0.1%	1%	i	-13	-1
COc1ccc2c(c1)OC(O)(C(F)(F)C(F)F)CC2=O (stereo not drawn)	-6.4%	7%	-3.8%	-4.8%	0.3%	-2.3%	-2%	i	6	-7
CC(C)(C)c1ccc(OCCCC(=O)Nc2ccc(S(N)(=O)=O)cc2)cc1	5.3%	19%	-6.1%	0.2%	-0.4%	?	-2%	i	4	-7
CC(C)n1nnnc1SCC(=O)Nc1ccc2c(c1)OCO2	-1.2%	5%	1.1%	0.1%	-0.1%	0.3%	-11%	i	-7	-7
COc1cc(OC)c(C2N(C)c3ccccc3N2C)cc1OC	-4.4%	nt	nt	nt	0.1%	13%	nt	i	-37	-12
O=C(Cn1nc2n(c1=O)-c1ccccc1SC2)N/N=C/c1ccncc1	nt	7%	nt	0.6%	-0.1%	nt	-1%	i	nt	nt
CCCCCCOC(=O)C(C#N)c1nc2ccccc2nc1N1CCN(C)CC1 (stereo not drawn)	-6.2%	16%	-2.0%	-0.2%	29%	13%	-5%	i	2	17
CCN(CC)c1ccc(/C=N/NC(=O)Cc2ccc(OC)c(OC)c2)cc1	nt	13%	nt	3.0%	-0.5%	7.5%	-3%	i	nt	nt
